Assay outcomes (PubChem)
FLuc counter = inhibits or activates purified firefly luciferase, miR-21 counter-screen. Potency, µM (titrated, usually from 57.5 µM), for inactives: top-dose activity change, negative = inhibition, hits mostly inhibitors. 6.9% of 360,000 active. P08659. purified FLuc, Km substrates, luminescence inhibition; active means well fitted inhibition curve with a large enough effect; inconclusive means small, poorly fitted or top-dose-only effect;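 further: plate controls were vehicle for no effect and reference inhibitor for full effect; nearly all actives have a fitted effect of over 55% in size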
Target sequence (P08659 whole entry, looked up): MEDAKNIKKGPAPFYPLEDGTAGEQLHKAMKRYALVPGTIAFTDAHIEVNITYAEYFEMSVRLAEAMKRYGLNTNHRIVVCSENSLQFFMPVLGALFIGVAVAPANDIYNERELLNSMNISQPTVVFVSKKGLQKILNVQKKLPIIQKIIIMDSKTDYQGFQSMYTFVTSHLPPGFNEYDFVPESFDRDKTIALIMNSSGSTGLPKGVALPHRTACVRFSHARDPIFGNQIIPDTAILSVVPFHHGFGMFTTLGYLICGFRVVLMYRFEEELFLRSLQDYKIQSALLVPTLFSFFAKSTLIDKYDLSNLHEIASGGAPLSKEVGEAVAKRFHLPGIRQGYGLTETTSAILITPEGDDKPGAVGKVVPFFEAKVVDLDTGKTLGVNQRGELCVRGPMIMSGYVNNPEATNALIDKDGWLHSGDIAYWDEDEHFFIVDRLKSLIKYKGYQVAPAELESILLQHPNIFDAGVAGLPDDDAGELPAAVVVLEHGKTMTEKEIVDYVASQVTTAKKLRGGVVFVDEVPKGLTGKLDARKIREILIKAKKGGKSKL
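Purified P. pyralis luciferase, 10 nM final, with Km-level 10 uM D-luciferin and 10 uM ATP in 50 mM Tris acetate pH 7.5, 10 mM Mg acetate, 0.01% Tween-20, 0.05% BSA; 6-point qHTS titration about 60 µM downward; luminescence read.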
Numbers without * were called inactive; ? = inconclusive. Potency means the concentration at half of the fitted maximal effect. A portion of the library (hit frequency here may not be typical).

cpd	smiles	FLuc counter
1	CCn1c(CN2CCCCC2)nc2cc(NC(=O)c3cccc([N+](=O)[O-])c3)ccc21	-1.3%
2	COc1ccc2nc(N(Cc3cccnc3)C(=O)CCc3ccccc3)sc2c1	2.1%
3	COc1cc(C2c3c(-c4cc(C)ccc4O)n[nH]c3C(=O)N2Cc2cccnc2)cc(OC)c1OC (configuration not stated)	-2.0%
4	O=C(COCc1cc(-c2cccs2)on1)Nc1cccc(O)c1	-17.5%
5	COc1ccccc1N1CCN(C(CNC(=O)C(=O)NCc2ccc(C)cc2)c2cccnc2)CC1 (configuration not stated)	-12.7%
6	COc1ccccc1N1CCN(c2c3c(nc4nncn24)CCC3)CC1	-5.3%
7	CSc1ncc(C(=O)NCc2cccc(C)c2)c(-c2ccccc2)n1	-5.2%
8	COc1ccc(Cl)cc1NC(=O)c1cn(C2CCCCC2)c(=O)c2c1c1ccccc1n2C	-0.6%
9	CC(C)COc1ccc(C(=O)Nc2ccc(S(=O)(=O)Nc3ncccn3)cc2)cc1	2.3%
10	COc1cc(OC)c(NC(=O)Cn2cnc3nc4c(cc3c2=O)CCCC4)cc1Cl	-13.5%
11	CCC(=O)N1CCCc2cc(S(=O)(=O)N3CCC(C(=O)NC4CCCCC4)CC3)ccc21	7.4%
12	CCc1ccc(CN2CCc3nc(N4CCN(CC)CC4)ncc3C2)cc1	0.7%
13	COCCNC(=O)c1ccc2nc(CCc3ccccc3)oc2c1	-10.5%
14	O=C(c1cc2c(s1)-c1ccccc1OC2)N1CCN(c2ccccc2F)CC1	-10.2%
15	CCCc1ccc(OCC(=O)Nc2scc(-c3cccs3)c2C(=O)OC)cc1	-19.4%
16	Cc1oc2ccc(O)c(CN(C)Cc3ccccc3)c2c1C(=O)Nc1cccc(Cl)c1C	-8.9%
17	O=C(NCCCCc1ccccc1)c1nn(-c2ccccc2F)nc1CO	-13.3%
18	CCOc1ccc(CNC(=O)C2CCN(C(=O)c3ccc(-n4ccc5ccccc54)s3)CC2)cc1	-11.2%
19	Cc1ccccc1Cn1c2ccccc2c2cnn(CC(=O)NCCc3ccc(Cl)cc3)c(=O)c21	-1.6%
20	Cc1ccc2ncc(C(=O)Nc3ccc(OC(F)(F)F)cc3)c(=O)n2c1	-5.9%
21	CCC(Sc1nc2nccnc2c(=O)n1Cc1ccc(F)cc1)C(=O)NC1CCCCC1 (configuration not stated)	-0.5%
22	COc1cccc(N2CC(NC(=O)c3cccs3)CC2=O)c1 (configuration not stated)	-6.0%
23	COc1ccc(-c2cn3c(n2)sc2cc(C(=O)N4CCCCC4)ccc23)cc1	-12.1%
24	COc1ccc(OCC(=O)NC2CC(=O)N(c3cccc(OC)c3)C2)cc1 (configuration not stated)	-5.4%
25	COc1ccc(S(=O)(=O)N(CC(=O)Nc2cccnc2)c2ccc(C)cc2)cc1OC	-4.8%
26	COc1ccc(S(=O)(=O)Nc2cc(-c3cn4ccc(C)cc4n3)ccc2C)cc1OC	15.1µM*
27	COC(=O)c1ccc(NC(=O)CC2C(=O)N(c3cccc(OC)c3)C(=O)N2Cc2cccs2)cc1 (configuration not stated)	?
28	COc1cc(NC(=O)Cn2c(SCc3ccc(F)cc3)nc3cccnc32)cc(OC)c1	2.2%
29	COc1ccc(-c2nc3scc(CCNS(=O)(=O)c4ccccc4F)n3n2)cc1	-15.0%
30	O=C(Nc1cccc(Cl)c1)C(Cc1ccccc1)n1cccc1 (configuration not stated)	-9.5%
31	CN(C)c1ccc(C(CNS(=O)(=O)c2cc(F)ccc2F)N2CCOCC2)cc1 (configuration not stated)	-1.5%
32	CCOc1ccc(CNC(=O)c2ccc(NC(=O)N3CCSc4ncccc43)cc2)cc1OC	2.5%
33	CCc1cccc(NC(=O)C2Cc3ccccc3N2C(=O)c2ccccc2)c1 (configuration not stated)	-4.3%
34	CCC(C)n1c(=O)c2sccc2n2c(CCCC(=O)Nc3ccc(F)cc3)nnc12 (configuration not stated)	-5.4%
35	Cc1cc(C)c(NC(=O)C2CCN(S(=O)(=O)c3c(C)noc3/C=C/c3ccccc3F)CC2)c(C)c1	-5.4%
36	CCOc1ccc(/C=C/c2nc(C#N)c(NC(C)c3ccccc3)o2)cc1 (configuration not stated)	-1.0%
37	CCn1cc(C(=O)N2CCN(c3cccc(Cl)c3)CC2)c(=O)c2cc(S(=O)(=O)N3CCCCC3)ccc21	-12.5%
38	N#Cc1ccccc1Cn1c(SCC(=O)Nc2ccc(F)cc2)nc2ccccc21	3.1%
39	CCCC1=Nc2cc(C(=O)NCc3ccccc3)ccc2Sc2ccccc21	-11.3%
40	CSc1ncc2c(n1)-c1ccccc1N(Cc1ccc(F)cc1)S2(=O)=O	-3.6%

2 entries from above, field by field:
24: COc1ccc(OCC(=O)NC2CC(=O)N(c3cccc(OC)c3)C2)cc1 (configuration not stated)
  FLuc counter: -5.4%
25: COc1ccc(S(=O)(=O)N(CC(=O)Nc2cccnc2)c2ccc(C)cc2)cc1OC
  FLuc counter: -4.8%

Going on with the list.
cpd	smiles	FLuc counter
41	COc1ccc(N2CCN(S(=O)(=O)CCNC(=O)Cc3ccc(Cl)cc3)CC2)cc1	1.2%
42	CC(C)Cc1nn2c(=O)cc(COC(=O)c3ccc(NC(=O)c4cccs4)cc3)nc2s1	-4.4%
43	CCN(CC)CCNC(=O)c1ccc(-c2nc(CS(=O)(=O)c3ccc(C)cc3)c(C)o2)cc1	0.2%
44	COc1ccc(CNC(=O)CCC2N=C3c4ccccc4N=C(SCC(=O)NCCc4ccc(OC)c(OC)c4)N3C2=O)cc1 (configuration not stated)	-1.4%
45	COc1cccc(C(=O)N(Cc2cccc(F)c2)C2CCS(=O)(=O)C2)c1 (configuration not stated)	-4.6%
46	COc1ccc(OC)c(CNC(=O)c2ccccc2NC(=O)c2nsc3ccccc23)c1	?
47	CCOc1ccccc1NC(=O)c1ccc2c(c1)CCCN2S(C)(=O)=O	-18.1%
48	CCN1CCN(CCCNC(=O)c2cnn(-c3ccc(C)cc3)c2C2CCN(C(=O)OC(C)(C)C)CC2)CC1	6.8%
49	Cc1cccc(NS(=O)(=O)c2ccc3[nH]c(=O)ccc3c2)c1C	-5.5%
50	COc1ccc(CNC(=O)Cn2ccc3cc(S(=O)(=O)N4CCCCC4)ccc32)c(OC)c1	-6.1%
51	CC(C)c1cnc2c(c1SCC(=O)Nc1ccccc1C(F)(F)F)c(=O)n(C)c(=O)n2C	1.4%
52	Clc1cccc(-n2ncc3c(Nc4ccc5c(c4)OCCO5)ncnc32)c1	13.5µM*
53	Cc1ccc(C)c(C(=O)c2c(N)c(-c3nc(-c4ccc5c(c4)OCO5)cs3)c3ccccn23)c1	2.9%
54	COC(=O)c1ccc([C@@H]2Nc3c(cccc3C(F)(F)F)[C@@H]3C=CC[C@@H]32)cc1	3.4%
55	CCCN(C(=O)c1nn(-c2ccc(OC)c(Cl)c2)c(=O)c2c1c1ccccc1n2C)c1ccccc1F	-0.8%
56	Cc1cc2oc(C(=O)Nc3sc4c(c3C(=O)NCC3CCCO3)CCC4)cc(=O)c2cc1C (configuration not stated)	-8.8%
57	CCOC(=O)c1cc2c(=O)n3ccccc3nc2n(CC2CCCO2)c1=NC(=O)c1ccc(C(C)(C)C)cc1 (configuration not stated)	1.3%
58	CCOc1cc(C2C(C(=O)OC)=C(C)NC3=C2C(=O)c2ccccc23)ccc1O (configuration not stated)	?
59	Cc1ccc(NC(=O)N2CC3CCCN3c3ccccc32)cc1Cl (configuration not stated)	-11.2%
60	COc1ccc(Cn2c(SCc3ccc(C(=O)NCc4ccccc4F)cc3)nc3cccnc32)cc1	-19.0%
61	CCOc1ccc(CNC(=O)c2ccc3c(c2)c(C)c(C)n3Cc2ccccc2)cc1OC	3.6%
62	COc1cc(NS(=O)(=O)c2ccc(NC(=O)c3ccc(Cl)cc3Cl)cc2)nc(OC)n1	?
63	Cc1c(Cl)cccc1NC(=O)CSc1ncc2c(n1)-c1ccccc1N(C)S2(=O)=O	3.8%
64	CCOc1ccccc1NC(=O)C1CCN(S(=O)(=O)c2ccc3[nH]c4c(c3c2)CCCCC4)CC1	-2.0%
65	COC(=O)c1scc(-c2ccc(C)cc2)c1S(=O)(=O)N1CCN(c2ccc(OC)cc2)CC1	4.2%
66	Cc1cc(C)n2nc(-c3ccc(Cl)cc3)nc2n1	15.1µM*
67	Cc1ccc(C(=O)N2CCc3cc(CNS(=O)(=O)c4ccc(Cl)s4)ccc32)cc1	-2.7%
68	CC(Oc1ccccc1F)C(=O)NCC1(N2CCOCC2)CCCCC1 (configuration not stated)	-6.2%
69	COc1cc2ccccc2cc1C(=O)Nc1ccc2oc(-c3cccc(C)c3)nc2c1	?
70	O=C(COc1ccccc1Cl)N(Cc1ccco1)Cc1ccco1	-0.4%
71	Cc1ccc(-c2nc(S(=O)(=O)c3ccc(C)cc3)c(SCC(=O)Nc3ccc(F)cc3)o2)cc1	-2.5%
72	CCOc1ccc(-c2nc(CSCC(=O)NCCc3ccccc3)c(C)o2)cc1	?
73	Cc1cc(C)c2c(=O)cc(C(=O)Nc3ccccc3Cl)oc2c1	-0.5%
74	Cc1ccc(OCC(=O)Nc2ccccc2C(=O)OCc2cc(=O)n3ccsc3n2)cc1	-10.5%
75	COc1cccc(Cn2c(=O)n(CC3CCC(C(=O)N4CCOCC4)CC3)c(=O)c3sccc32)c1 (configuration not stated)	-2.4%
76	COc1cc(Cl)c(C)cc1NC(=O)CCc1c(C)nc2c3cccnc3nn2c1C	-0.6%
77	NS(=O)(=O)c1ccc(CCNC(=O)Cn2c(=O)c3cccn3c3ccc(F)cc32)cc1	3.2%
78	O=C(NCC(c1cccnc1)N1CCc2ccccc2C1)C(=O)Nc1ccccc1 (configuration not stated)	-12.9%
79	Cc1cc(C)c(NC(=O)CN2C(=O)c3cccnc3Oc3ccc(Cl)cc32)c(C)c1	3.1%
80	Cc1ccc(CS(=O)(=O)c2ncc(Cl)c(C(=O)Nc3nc4ccc(C)cc4s3)n2)cc1	?

The list goes on; it opens with the four that closed the last part.
cpd	smiles	FLuc counter
77	NS(=O)(=O)c1ccc(CCNC(=O)Cn2c(=O)c3cccn3c3ccc(F)cc32)cc1	3.2%
78	O=C(NCC(c1cccnc1)N1CCc2ccccc2C1)C(=O)Nc1ccccc1 (configuration not stated)	-12.9%
79	Cc1cc(C)c(NC(=O)CN2C(=O)c3cccnc3Oc3ccc(Cl)cc32)c(C)c1	3.1%
80	Cc1ccc(CS(=O)(=O)c2ncc(Cl)c(C(=O)Nc3nc4ccc(C)cc4s3)n2)cc1	?
81	Fc1ccc(Nc2nc(SCc3ccccc3Cl)nc3ccccc23)cc1	-16.5%
82	CC(C)(C)n1ncc2c(=O)n(Cc3ccc(Cl)c(SC(F)(F)F)c3)cnc21	-1.4%
83	COc1ccc(-c2nc3sc(CCNS(=O)(=O)c4c(C)cc(C)cc4C)c(C)n3n2)cc1	-1.2%
84	CC1=C(c2ccc(F)cc2)S(=O)(=O)N=C1N1CCC(C(=O)NCCc2ccco2)CC1	-1.0%
85	COc1ccc(OC)c(CNc2ncnc3onc(C)c23)c1	-6.5%
86	COC(=O)c1sccc1S(=O)(=O)N(CC(=O)Nc1ccccc1C)c1ccc(Cl)cc1	-2.4%
87	CCOc1ccc(C2C(=O)N(C3CCCCCC3)CC(=O)N2Cc2ccc(F)cc2)cc1OC (configuration not stated)	-5.4%
88	Cc1csc2nc(COC(=O)c3ccc(NC(=O)C(C)C)cc3)cc(=O)n12	-8.1%
89	CCc1ccc(CNC(=O)CCCN2C(=O)c3cccnc3Oc3ccc(Cl)cc32)cc1	-3.2%
90	COc1cc(C(=O)NCC(c2ccco2)S(=O)(=O)c2cccs2)cc(OC)c1OC (configuration not stated)	1.7%
91	Cc1cccc(C)c1-n1ncc(C(=O)N2CCN(c3ccccc3)CC2)c1C1CCN(C(=O)OC(C)(C)C)CC1	-1.4%
92	COc1ccc(C2C(C(=O)Nc3cccnc3)=C(C)Nc3nc(-c4ccc(OC)c(OC)c4)nn32)cc1 (configuration not stated)	6.7%
93	COc1ccc2c(Sc3ccccc3)c(C(=O)NCCc3ccc(Cl)cc3)[nH]c2c1	5.36µM*
94	COc1ccc(Cn2ccn(Cc3cccc(OC)c3)c(=O)c2=O)cc1	2.0%
95	Cc1nnc(NC(=O)CSc2nccn2Cc2ccc(Cl)cc2)s1	?
96	CC(=O)CSc1nnc2[nH]c(=O)cc(N)n12	-0.7%
97	COc1cccc(CNC(=O)Cn2c(=O)oc3cc(S(=O)(=O)N4CCCCCC4)ccc32)c1	0.9%
98	O=C(NCc1ccc(Cl)cc1)NC1COc2ccccc2C1 (configuration not stated)	-5.2%
99	CC(C)(C)OC(=O)N1CCC(c2c(C(=O)NCCN3CCC(Cc4ccccc4)CC3)cnn2-c2ccc(F)cc2)CC1	4.0%
100	CCOc1ccc(NC(=O)CSc2nc(C)c(C(=O)Nc3ccccc3)c(-c3ccc(Cl)cc3)c2C#N)cc1	-2.1%
101	O=C(/C=C/c1ccccc1)Nc1nc2n(n1)C(c1ccc(F)cc1)C=C(c1ccccc1)N2 (configuration not stated)	-7.5%
102	COc1ccc(NC(=O)c2sc3nc4c(cc3c2N)CCCCCC4)cc1	?
103	COc1ccc(NC(=O)C2(c3cccs3)CCOCC2)cc1Cl	0.7%
104	COc1ccc(Cc2nc3ccc(C(=O)NCc4ccccc4C)cc3o2)cc1	-0.9%
105	CCc1ccc2oc(-c3cccc(NC(=O)COc4ccccc4Cl)c3)nc2c1	?
106	Cc1ccc(Nc2cc(C)nc3nncn23)c(C)c1	-6.4%
107	Cc1cc(=O)n(Cc2cccc(F)c2)c2c1c(C)nn2-c1cccc(F)c1	-6.2%
108	Cn1c(=O)n(C)c2cc(NS(=O)(=O)c3ccccc3)c(NCc3ccccc3)cc21	?
